USP1 inh – USP1/UAF1 (human) deubiquitinase inhibition; 390,000 compounds, 0.23% hits; O94782; Potency, µM (highest dose often 57.1 µM), without a hit: at the highest dose activity change, negative = inhibition, hits mostly inhibitors; recombinant USP1/UAF1, Ub-Rhodamine cleavage fluorescence; note: potency is the fitted concentration of half-maximal effect; % is set by controls: 0 for no effect and ±100 for the full control effect; nearly all actives have a fitted effect of over 60% in size; inactives centre near -12
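Step one: compound is pinned into 1nM USP1/UAF1 in HEPES pH 7.8 buffer with TCEP. Step two: 15 min room-temperature incubation. Step three: Ub-Rho (150nM final) starts cleavage, tracked by fluorescence over six one-minute reads.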
Vif-APOBEC3F blk – blocks the Vif interaction with APOBEC3F; 390,000 compounds, 0.2% hits; Potency, µM (series often up to 46.1 µM), inactives show at the top dose activity, negative = active; HeLa A3F-eYFP + Vif (tagged APOBEC3F with the HIV-1 protein that degrades it), YFP fluorescence increase; note: potency is the fitted concentration of half-maximal effect; % of control where 0% means no effect; nearly all actives have a fitted effect of over 65% in size
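HeLa cells stably expressing Vif plus C-terminally eYFP-tagged A3F were seeded, incubated overnight at 37 deg C, dosed with compound, incubated overnight again at 37 deg C. Yellow fluorescence (Ex 488/Em 500-530) reported blocked Vif-mediated A3F-eYFP degradation.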
TrxR1 substrate – is turned over as a substrate by rat TrxR1; O89049; purified TrxR1 substrate turnover, NADPH consumption readout; Potency, µM (doses to about 114 µM), without a hit: top-dose activity change, negative = substrate turnover; 390,000 compounds, 0.01% hits; AID 588456; note: potency is the fitted concentration of half-maximal effect; % is set by controls: 0 for no effect and ±100 for the full control effect; nearly all actives have a fitted effect of over 50% in size
Target sequence (O89049 whole entry, looked up): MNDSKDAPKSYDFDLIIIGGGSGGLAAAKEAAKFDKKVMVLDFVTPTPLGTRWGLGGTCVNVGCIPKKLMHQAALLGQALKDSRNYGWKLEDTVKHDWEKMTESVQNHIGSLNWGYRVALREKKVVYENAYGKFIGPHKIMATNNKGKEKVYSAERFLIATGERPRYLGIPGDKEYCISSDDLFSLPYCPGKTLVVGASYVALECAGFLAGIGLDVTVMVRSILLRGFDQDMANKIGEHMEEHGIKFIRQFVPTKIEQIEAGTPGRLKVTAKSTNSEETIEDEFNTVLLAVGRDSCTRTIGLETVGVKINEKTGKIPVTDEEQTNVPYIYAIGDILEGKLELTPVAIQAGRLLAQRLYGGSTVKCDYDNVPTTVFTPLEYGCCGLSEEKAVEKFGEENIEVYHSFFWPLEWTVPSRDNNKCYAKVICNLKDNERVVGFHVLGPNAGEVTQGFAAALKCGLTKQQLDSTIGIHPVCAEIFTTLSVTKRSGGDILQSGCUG
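Rat TrxR1, dispensed at 90 nM, was prereduced with 400 uM NADPH (final) for 5 min at ~22 deg C, then incubated with compound 15 min before 400 uM selenite. A first-read NADPH fluorescence drop versus no-compound background flagged substrates.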
GRP78 ERSR act – inducers of ER stress response in human glioma cells; U87-MG GRP78 promoter luciferase reporter, 16 h; Potency, µM, for the others: at the top dose activation, actives largely listed as activators; 420,000 compounds, 0.02% hits; AID 602332; note: potency is the fitted concentration of half-maximal effect; series mostly up to about 76 µM; % of control where 0% means no effect; nearly all actives have a fitted effect of over 35% in size
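Stably transfected U87-MG human glioma cells carrying a GRP78-based luminescent sensor were seeded at 1000 cells/well, pin-dosed with compounds and incubated 16 h. Luciferase reagent was then added, and end-point luminescence was read after 10 min at room temperature.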
RXFP1 agonist – agonists of human relaxin receptor RXFP1; HEK293T-RXFP1 cAMP TR-FRET, 30 min; response scale: percent of porcine relaxin response, buffer zero; Potency, µM (series often up to 57.5 µM), for inactives: at the highest dose activation, usual class: activators; 370,000 compounds, 0.3% hits; AID 2676; note: potency is the fitted concentration of half-maximal effect; % is set by controls: 0 for no effect and ±100 for the full control effect; nearly all actives have a fitted effect of over 60% in size; many of its hits are not listed in these tables
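HEK293 cells stably expressing RXFP1, treated 30 min at 37C with compounds plus PDE4 inhibitor Ro 20174; cAMP measured by HTRF TR-FRET. Normalized to buffer and 29 nM porcine relaxin; EC50 by Hill fit.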
Vif-APOBEC3G blk – inhibitors of Vif-APOBEC3G interaction; HeLa A3G-eYFP + Vif (tagged APOBEC3G with the HIV-1 protein that degrades it), YFP fluorescence, overnight; 410,000 compounds, 0.076% hits; Q9HC16; Potency, µM (series often up to 46.1 µM), for inactives: at the highest dose activity, negative = active, hits mostly inhibitors;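 note: potency is the fitted concentration of half-maximal effect; % is set by controls: 0 for no effect and ±100 for the full control effect; nearly all actives have a fitted effect of over 60% in size; hits raise eYFP signal because A3G escapes Vif-driven loss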
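HeLa cells stably expressing Vif and C-terminally eYFP-tagged A3G, seeded overnight at 37 deg C, then exposed to compound by pintool overnight at 37 deg C. Rise in yellow fluorescence (Ex 488/Em 500-530, Acumen) marks blocked Vif-driven A3G degradation.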
LDHA inh – blocks human lactate dehydrogenase A; P00338; purified LDHA, NADH/diaphorase-resazurin fluorescence; stronger effect = lower value; activity change, % (values are at about 110 or 230 µM); 480,000 compounds, 0.15% hits; in the data active = activity change below about -30%; inconclusive = mostly about -25% to -30%;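 note: plate controls were DMSO wells for no effect and wells without enzyme for full effect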
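Enzyme activity of human lactate dehydrogenase 5 (2 nM; 0.06 mM NADH, 0.2 mM pyruvate, 5 min, RT) is measured via a resazurin/diaphorase fluorescence readout of residual NADH.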
PI4K2A block – inhibitors of human PI4K2A; Q9BTU6; purified PI4K2A, ADP-Glo luminescence, 1 h; stronger effect = lower value; activity change, negative = inhibition, % at 76.9 µM; 420,000 compounds, 0.13% hits; AID 1346378; in the data active = activity change below about -50%; inconclusive = mostly about -30% to -49%;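 note: -100% = wells without enzyme as full effect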
Target sequence (Q9BTU6 whole entry, looked up): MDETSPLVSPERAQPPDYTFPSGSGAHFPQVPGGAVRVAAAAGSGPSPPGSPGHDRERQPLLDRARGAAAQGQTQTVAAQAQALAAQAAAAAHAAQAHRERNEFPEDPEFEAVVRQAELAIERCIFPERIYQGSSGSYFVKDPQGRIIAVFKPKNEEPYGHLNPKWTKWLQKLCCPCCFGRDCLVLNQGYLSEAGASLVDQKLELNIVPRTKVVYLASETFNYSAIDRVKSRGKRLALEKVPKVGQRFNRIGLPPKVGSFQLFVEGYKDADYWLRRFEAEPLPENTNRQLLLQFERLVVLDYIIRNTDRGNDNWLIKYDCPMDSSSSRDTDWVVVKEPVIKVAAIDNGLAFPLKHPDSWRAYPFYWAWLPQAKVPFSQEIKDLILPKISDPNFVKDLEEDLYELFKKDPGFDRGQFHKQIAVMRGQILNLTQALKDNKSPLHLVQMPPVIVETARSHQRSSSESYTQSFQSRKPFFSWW
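ADP-Glo luminescence measured ADP generated by PI4K2A enzyme (4 ug/mL before mixing) with 1.2 mM PI substrate (pre-mix) and 300 microM ATP (pre-mix). Tris pH7.5 buffer with MgCl2, Triton X-100; 1 h reaction at ambient temperature.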
IDH1 R132H inh – blocks human mutant IDH1 R132H enzyme; Potency, µM (highest dose often 76.6 µM), without a hit: top-dose activity change, negative = inhibition, actives largely listed as inhibitors; IDH1-R132H enzyme, NADPH consumption, diaphorase/resazurin fluorescence; O75874; 390,000 compounds, 0.093% hits; note: potency is the fitted concentration of half-maximal effect; % is set by controls: 0 for no effect and ±100 for the full control effect; nearly all actives have a fitted effect of over 65% in size
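IDH1-R132H (0.5 ug/mL) preincubated 30 min with compound, then NADPH (0.016 mM) and alpha-KG (2 mM) added; 80 min at RT, pH 7.5. Remaining NADPH coupled via diaphorase/resazurin to fluorescence (540/590 nm); concentration-response curves normalized to no-enzyme control.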
The depositor's hits bear a star; ? = inconclusive; / = not tested or not shown; [ ] = remark or other dose. Unless noted, calls come from the whole dose curve; as a rule, active = well fitted curve in the direction sought with a large enough effect; inconclusive = small, poorly fitted or top-dose-only effect, or another doubt; inactive = no such curve, though single readings can be large; an effect the other way counts as inactive or inconclusive. An excerpt; the hit share may differ from the screen's.

SMILES	USP1 inh	Vif-APOBEC3F blk	TrxR1 substrate	GRP78 ERSR act	RXFP1 agonist	Vif-APOBEC3G blk	LDHA inh	PI4K2A block	IDH1 R132H inh
COc1ccc(CNC(=O)CSCc2nc(-c3ccccc3F)oc2C)cc1	2%	-4%	8%	1%	1.4%	0%	-1	-1	19%
Cc1nn(C)c(C)c1S(=O)(=O)N(CC(=O)NCCCN1CCC(C)CC1)c1ccc(C(C)C)cc1	-8%	3%	-2%	-2%	0.4%	0%	-7	-1	1%
CN(C)c1ncnc2c1nnn2C1OC(CO)C(O)C1O (configuration not stated)	-20%	?	/	-5%	/	?	1	-2	16%
COc1ccccc1NC(=O)C1=C(C)Nc2c(C(=O)Nc3ccc(F)cc3)cnn2C1c1ccc(Cl)cc1 (configuration not stated)	-11%	-3%	-4%	-3%	-2.3%	-14%	1	-7	-23%
CN(C)N1C(=O)/C(=C/c2ccco2)SC1=Nc1ccccc1	-2%	17%	1%[57.1 µM]	1%	/	-5%	1	0	0%
c1ccc2c(c1)oc1c(NCCN3CCOCC3)ncnc12	-19%	0%	12%	-2%	3.0%	0%	-13	-13	7%
CC(=O)Nc1c2c(nn1-c1cccc(C)c1)CSC2	-21%	-1%	8%	-4%	3.2%	-3%	-1	4	0%
O=C(COC(=O)CNS(=O)(=O)c1ccc(Br)cc1Cl)NC1CC1	-17%	2%	-3%	-5%	0.2%	0%	-1	-3	5%
O=C(O)COc1ccc(/C=N/NC(=O)c2cn(-c3ccccc3)nc2-c2ccccc2)cc1	-22%	-16%	-4%	-4%	-1.1%	-1%	-12	1	-2%
Cc1nc(N2CCCC2)ncc1C(=O)NCc1ccccc1Cl	?	/	2%[57.1 µM]	/	0.4%	/	-10	-2	/
O=C(NCc1ccc2c(c1)OCO2)C1CCCN1C(=O)Nc1ccccc1 (configuration not stated)	-17%	-1%	-3%	-2%	-0.8%	0%	2	-2	-3%
COc1ccccc1NC(=O)c1cc(S(=O)(=O)N2CCCC2)cn1C	-9%	-6%	13%[57.1 µM]	-1%	3.4%	0%	-10	0	-4%
CC(=O)Nc1ccc(-c2csc(NC(=O)Cc3ccccc3F)n2)cc1	-7%	2%	-2%	3%	-0.1%	1%	-5	1	0%
CN(c1ccc(OCC(=O)OCC(=O)Nc2ccccc2)cc1)S(=O)(=O)c1cccs1	-6%	10%	-1%	-6%	-1.3%	0%	-1	2	2%
CC(Oc1ccc2ccc(=O)oc2c1)C(=O)NC1CCN(Cc2ccccc2)CC1 (configuration not stated)	4%	-1%	0%	-5%	2.0%	3%	-10	0	8%
CCC(CO)Oc1cc(NCc2ccccc2O)c2ncn(C(C)C)c2c1 (configuration not stated)	-25%	2%	7%[57.1 µM]	0%	/	-5%	12	-4	?
CCOC(=O)N1CCN(C(=O)c2ccc3c(c2)N(CC)CCS3)CC1	-13%	-4%	13%	-2%	7.7%	0%	-1	2	0%
CCc1cccc(C)c1Nc1c(-c2cccc(O)c2)nc2nc(C)cc(C)n12	-13%	0%	-10%	-5%	6.3%	-7%	-6	1	-19%
Cc1ccc(NC(=O)c2ccc(Nc3c([N+](=O)[O-])cc([N+](=O)[O-])cc3[N+](=O)[O-])cc2)cc1	-24%	6%	-14%	-11%	2.2%	-15%	-3	-10	11%
c1ccc2c(c1)CC1(CCCC1)N=C2N1CCOCC1	-16%	0%	2%	-4%	-6.8%	0%	-7	2	-7%
CC(=O)OC[C@H]1O[C@@H](Oc2cc3ccc(=O)oc3cc2OC(C)=O)[C@H](OC(C)=O)[C@@H](OC(C)=O)[C@@H]1OC(C)=O	-4%	-2%	467%[activator]	1%	/	-2%	3	3	-8%
C=CCC1CCCCC12NC(=O)NC2=O (configuration not stated)	-28%	/	-3%	-4%	0.7%	-1%	1	1	4%
Cc1cc(NC(=O)c2cc(C3CC3)on2)n(-c2ccccc2)n1	-15%	0%	7%[57.1 µM]	-4%	-1.5%	2%	-6	4	-6%
COc1ccc(C2c3ccc(O)cc3Oc3ncn4nc(-c5ccco5)nc4c32)cc1OC (configuration not stated)	-13%	-26%	-2%	-1%	0.6%	-1%	-6	8	-4%
Cc1cccc(-c2nnc(SCCC(=O)N3CCOCC3)o2)c1	0%	-11%	-8%	-12%	-1.0%	-5%	-4	-3	4%
Cc1cccc(NC(=O)/C(=C\c2ccco2)NC(=O)c2ccccc2)c1	-25%	-2%	-1%	-1%	-4.1%	2%	0	-6	2%
CCCOc1ccc(C2C3=C(Nc4nc(N)[nH]c(=O)c42)c2ccccc2C3=O)cc1 (configuration not stated)	-13%	-6%	0%	-4%	0.8%	-13%	-1	-1	-5%
O=C(NCCCN1CCN(c2cccc(Cl)c2)CC1)C1CCC(=O)N1Cc1ccccc1Cl (configuration not stated)	-20%	-27%	-1%	-7%	1.8%	4%	0	-1	10%
Nc1ccc(C(=O)NCCCCCCNC(=O)c2ccc(N)cc2)cc1	-9%	10%	-4%	4%	-4.4%	-2%	-4	0	-16%
C1COCCNCCOCCOCCN1	1%	/	-1%	-3%	-0.3%	1%	-4	-3	15%
Cc1cccc2sc(N(CCCN3CCOCC3)C(=O)CS(=O)(=O)c3ccc(F)cc3)nc12	-24%	1%	-3%[57.1 µM]	0%	1.0%	-4%	1	-9	-4%
CC1CC(C)(C)CC2(C1)NC(=O)N(CC(=O)NCCc1c[nH]c3ccccc13)C2=O (configuration not stated)	-21%	-2%	0%	-1%	1.5%	-67%	-4	-5	-1%
O=C(Nc1ccc2nc(SCC(=O)N3CCCC3)sc2c1)c1ccc(Br)cc1	-20%	-11%	8%	-3%	15%	4%	-6	-4	7%
COc1cc(NC(=O)CSc2nc3[nH]c(=O)cc(O)c3s2)cc(OC)c1OC	-22%	-22%	-2%	-2%	1.5%	2%	2	-3	3%
CCOc1ccc(NC(=O)[C@@H](NC(=O)OCc2ccccc2)[C@@H](C)CC)cc1	-1%	2%	-13%	-5%	2.1%	3%	-9	0	12%
O=C(Nc1cccc(-c2cn3ccccc3n2)c1)C1CC1	-6%	-4%	59%[activator]	3%	0.7%	-4%	-6	8	18%
CC(=O)c1c(C)[n+]([O-])c2ccc3c(non3O)c12	-9%	-14%	-6%[57.1 µM]	-6%	-0.4%	-1%	-10	-8	2%
COc1ccc(NC(=O)CCc2nc3ccccc3[nH]2)cc1	-23%	-3%	7%	-5%	3.3%	-7%	-3	6	9%
O=C(c1cccs1)c1ccccc1Cc1cccs1	-14%	0%	-3%	-3%	/	-1%	2	1	5%
CC(C)(C)C(=O)Cn1c(NCCO)nc2ccccc21	-4%	9%	10%[57.1 µM]	-3%	-0.2%	-2%	-2	-1	-3%
O=C(CC(=O)c1cccnc1)c1ccccc1	-6%	?	-9%	3%	/	-10%	13	-7	-7%
CC(=O)/C=C\c1ccc(OC(=O)c2cccnc2)cc1	-22%	0%	2%	1%	1.2%	-5%	-1	2	-5%
Cc1cccc(C(=O)N/N=C/c2ccc3c(c2)OCO3)n1	-5%	12%	2%[57.1 µM]	-3%	-0.4%	2%	-2	3	-1%
CC(C)CCNC(=O)CN1C(=O)CSc2ccc(S(=O)(=O)N3CCC(C)CC3)cc21	-2%	4%	-7%[57.1 µM]	-3%	1.8%	-2%	1	1	-10%
Cc1noc(C)c1C(=O)N1CCN(CCc2ccccc2)CC1	-10%	1%	10%[57.1 µM]	4%	1.7%	1%	-2	6	2%
COc1ccc(-n2c(=O)c3ccccc3n(CC(=O)OCc3ccccc3)c2=O)cc1OC	-8%	2%	1%	-1%	-1.2%	1%	-11	6	4%
COc1ccc2nc(Nc3ccc4c(c3)OCO4)sc2c1	-21%	1%	5%	-4%	0.6%	-1%	-5	3	8%
COc1ccc(CN2CCNC(=O)C2CC(=O)N(C)Cc2nonc2C)c(F)c1 (configuration not stated)	-3%	-6%	-6%	-3%	0.4%	0%	3	3	4%
N#C/C(=C\c1ccc(Cl)s1)C(=O)N1CCN(c2ccccc2)CC1	-23%	-11%	2%	-1%	4.4%	-8%	-7	13	4%
Cc1ccc(C(=O)c2oc3ccccc3c2NC(=O)Cc2coc3c(C)c(C)ccc23)cc1	16%	0%	1%	-2%	0.5%	0%	-9	-2	-16%
COc1ccccc1NS(=O)(=O)c1ccc(NC(=O)c2nc3nc(C)cc(C(F)F)n3n2)cc1	-16%	1%	5%[57.1 µM]	-3%	0.5%	2%	-5	-5	-2%
CC(=O)Nc1ccc(Oc2ccc(S(=O)(=O)N3CCCC3)cn2)cc1	-11%	8%	4%	-2%	2.2%	-1%	-7	2	-2%
CN(C)Cc1c(C(=O)N/N=C/c2cccc3ccccc23)nnn1-c1nonc1N	-5%	-4%	2%	-2%	-2.9%	-1%	-2	-8	8%
COCC(=O)N1CCC(Oc2ccc(C(=O)N3CCCCCC3)cc2)CC1	-20%	9%	-4%	2%	3.1%	0%	-16	-4	5%
Cc1cccc(N2CCN(Cc3nc(-c4ccc(F)cc4F)oc3C)CC2)n1	-21%	7%	-5%	-4%	2.4%	-1%	-1	0	5%

Bioassay records deposited in PubChem BioAssay by National Center for Advancing Translational Sciences (NCATS).
